# NPC1 promoter act – qHTS Assay for NPC1 Promoter Activators; Huh7 NPC1 promoter luciferase reporter, 24 h; Potency, µM (highest dose often 9.22 µM), inactives show at the highest dose activation, hits mostly activators; actives 2.4% (n = 320,000); AID 485313, 2010;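 further: % of control where 0% means no effect; nearly all actives have a fitted effect of over 60% in size; reporter is driven by a mutant NPC1 promoter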
#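 Readout is luciferase luminescence, reflecting NPC1 promoter activation in stably transfected Huh7 cells after 24 h compound exposure at 37 °C in reduced-serum medium with 10% FBS.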
# FLuc counter – qHTS profiling assay for firefly luciferase inhibitor/activator using purifed enzyme and Km concentrations of substrates (counterscreen for miR-21 project); AID 588342, 2011; actives 6.9% (n = 360,000); Potency, µM (titrated, usually from 57.5 µM), for the others: at the top dose activity change, negative = inhibition, usual class: inhibitors; purified FLuc, Km substrates, luminescence inhibition; Luciferin 4-monooxygenase (Photinus pyralis), P08659;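 further: plate controls were vehicle for no effect and reference inhibitor for full effect; nearly all actives have a fitted effect of over 55% in size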
#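 Biochemical qHTS of compounds, final roughly 60 µM downward over six points, against 10 nM purified firefly luciferase using Km concentrations of substrates (10 uM D-luciferin, 10 uM ATP) in Tris acetate pH 7.5 buffer; luminescence output.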
# MBNL1 CUG block – qHTS Assay for Inhibitors of MBNL1-poly(CUG) RNA binding; Muscleblind-like protein 1 (Homo sapiens), Q9NR56; TR-FRET MBNL1-His/biotin-(CUG)12 binding, 665/545 ratio; Potency, µM (doses to about 57.5 µM), inactives show top-dose activity change, negative = inhibition, hits mostly inhibitors; actives 0.036% (n = 280,000); active means well fitted inhibition curve with a large enough effect in the signal ratio, with a control signal flat, not every such curve was filed as active; inconclusive means small, poorly fitted or top-dose-only effect, or effect the other way, or a change in a side signal; inactive means no such curve, though single readings can be large or run the other way; the % refers to the signal ratio; further: on the % scale 0 is the no-effect control and ±100 the full control effect
#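 MBNL1-His + Biotin-(CUG)12, cpd titration 92 nM–58 uM; Tb anti-His Ab 0.055 ng/ul, SA-XL665 5 nM (final); 60 min RT; ratiometric 665/545 nm, Ex 340 nm; normalized to buffer and full-complex controls.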
# uPA generation – qHTS for Inhibitors of Cell Surface uPA Generation; Potency, µM (highest dose often 38.3 µM), for the others: top-dose activity change, negative = inhibition, hits mostly inhibitors; actives 0.31% (n = 330,000); cell surface uPA generation assay, qHTS; active means well fitted inhibition curve with a large enough effect; inconclusive means small, poorly fitted or top-dose-only effect; inactive means no such curve, though single readings can be large or run the other way; tested in mouse RAW 264.7 cells; further: on the % scale 0 is the no-effect control and ±100 the full control effect; nearly all actives have a fitted effect of over 55% in size
# p53 reactivation – qHTS assay for re-activators of p53 using a Luc reporter; Potency, µM (doses to about 92.2 µM), inactives show at the highest dose activity change, positive = activation, actives largely listed as activators; actives 0.063% (n = 320,000); AID 504706, 2011; H1299 p53-A138V BP100-luciferase reporter, luminescence, 24 h; further: % of control where 0% means no effect; nearly all actives have a fitted effect of over 45% in size
#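 H1299 (p53-null), stable ts p53-A138V + BP100-Luc; 1000 cells/well, Opti-MEM/10% FBS; cpd 4 pt, 1:5; 24 h, 37 deg C, 5% CO2; detection reagent 10 min RT; luminescence.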
# BRCA1 expr act – qHTS Assay to Identify Small Molecule Activators of BRCA1 Expression | MCF7-BRCA1-FFLuc reporter, luminescence, 48 h; response scale: scaled: vehicle 0%, 10 µM genistein 100% | Potency, µM (top dose mostly 46.1 µM), for the others: at the highest dose activation, usual class: activators | actives 1.1% (n = 380,000) | AID 624202, 2012; further: nearly all actives have a fitted effect of over 80% in size; some results filed as inactive show a strong effect at the top dose
#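 MCF7-BRCA1-FFLuc, 2000 cells/well; 2 h attach, 37 °C/5% CO2; compound 48 h; luciferase substrate 15 min; luminescence end-point. Norm. to genistein 10 microM max activation and DMSO; concentration-response curves fitted.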
# Rab9 promoter act – qHTS Assay for Rab9 Promoter Activators; Huh7 Rab9 promoter-luciferase reporter, luminescence, 24 h; Potency, µM (series often up to 9.22 µM), for the others: at the highest dose activation, negative = inhibition, actives largely listed as activators; actives 2.8% (n = 320,000); AID 485297, 2010; further: % of control where 0% means no effect; nearly all actives have a fitted effect of over 60% in size
#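 Measured in stably transfected Huh7 cells bearing a Rab9 promoter–luciferase construct: 24 h compound treatment at 37 °C, followed by luminescence detection.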
# CXXC DNA block – qHTS Fluorescence Polarization Assay for Inhibitors of MLL CXXC domain - DNA interaction; MLL-CXXC / FITC-HOXA9 DNA fluorescence polarization; Potency, µM (top dose mostly 115 µM), without a hit: at the highest dose activity change, negative = inhibition, usual class: inhibitors; actives 0.037% (n = 290,000); active means well fitted inhibition curve with a large enough effect in the polarisation, with a control signal flat, not every such curve was filed as active; inconclusive means small, poorly fitted or top-dose-only effect, or effect the other way, or a change in a side signal; inactive means no such curve, though single readings can be large or run the other way; the % refers to the polarisation
#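 Purified MLL-CXXC (added from a 7 uM solution) was preincubated 5 min at ambient with pinned compounds in 50 mM Tris-HCl pH 7.5, 50 mM NaCl, 1 mM DTT, 0.05% BSA. Fluorescein-labeled HOX-A9 DNA (50 nM solution) followed, 30 min, then polarization read.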
# RORgamma inh – qHTS for inhibitors of ROR gamma transcriptional activity. AID 2551, 2010. actives 5.4% (n = 310,000). Potency, µM (highest dose often 53.6 µM), without a hit: at the highest dose activity change, negative = inhibition, hits mostly inhibitors. Drosophila S2 Gal4-RORgamma UAS-luciferase reporter, 20 h; further: on the % scale 0 is the no-effect control and ±100 the full control effect; nearly all actives have a fitted effect of over 60% in size
#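 Read-out: Photinus luciferase luminescence; inhibitors lower reporter signal. Insect Schneider cells with Gal4-ROR gamma fusion under metallothionein promoter, UAS reporter; 700 uM final copper sulfate induction, 20 hr, ambient temperature.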
# ELG1 genotox – qHTS screen for small molecules that induce genotoxicity in human embryonic kidney (HEK293T) cells expressing luciferase-tagged ELG1. actives 1.3% (n = 330,000). Potency, µM (doses to about 46 µM), inactives show at the highest dose activity change, positive = activation, usual class: activators. HEK293T ELG1-luciferase reporter, luminescence, 16 h; further: % of control where 0% means no effect; nearly all actives have a fitted effect of over 60% in size
#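 Luminescence read-out: rising ELG1-luciferase signal, reflecting elevated ELG1 protein under genetic stress, flags genotoxic compounds. Cells were treated for 16 hr at 37 °C before ONE-Glo detection.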
# VP16 counter – VP16 counterscreen qHTS for inhibitors of ROR gamma transcriptional activity; Potency, µM (titrated, usually from 53.6 µM), for inactives: top-dose activity, negative = inhibition, usual class: inhibitors; actives 3.5% (n = 310,000); Drosophila S2 Gal4-VP16 UAS-luciferase, luminescence, 20 h;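 further: Gal4-VP16 expression switched on by copper sulfate through the metallothionein promoter; on the % scale 0 is the no-effect control and ±100 the full control effect; nearly all actives have a fitted effect of over 50% in size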
# Numbers without * were called inactive; ? = inconclusive; · = no result given; [ ] = remark or other dose. Unless noted, the call rests on the fitted dose curve; in most records, active means well fitted curve in the direction sought with a large enough effect; inconclusive means small, poorly fitted or top-dose-only effect, or another doubt; inactive means no such curve, though single readings can be large; an effect the other way counts as inactive or inconclusive. Potency means the concentration at half of the fitted maximal effect. A portion of the library; count on the stated rates, not on these rows.
# Start of the data: the first 10 entries as a preview:
# The line under a structure holds: NPC1 promoter act, FLuc counter, MBNL1 CUG block, uPA generation, p53 reactivation, BRCA1 expr act, Rab9 promoter act, CXXC DNA block, RORgamma inh, ELG1 genotox, VP16 counter
CCN(CC(=O)Nc1ccc(NC(C)=O)cc1)C(=O)c1cccc(S(=O)(=O)N2CCCC2)c1
  -4%, ?, ·, 1%, 6%, 25%, -2%, ·, ·, 1%, ·
CC(=O)c1ccc(S(=O)(=O)NCCc2csc(-c3cccnc3)n2)cc1
  -2%, 0%, 11%, -1%, -1%, -7%, 6%, ?, ?, -9%, -5%
CCOc1cc(C(=O)Nc2c3c(nn2C(C)(C)C)CS(=O)C3)cc(OCC)c1OCC (configuration not stated)
  1%, 3%, -7%, -2%, -3%, 18%, 0%, -6%, 0%, -2%, 7%
Cc1cc(NC(=O)CCC(=O)N(CC(=O)NC2CCCC2)c2ccccc2)no1
  -2%, 2%, -6%, 0%, -9%, -4%, 1%, 9%, 6%, -5%, -4%
Oc1c(C=NCc2ccccc2)sc2ccccc12
  ?, 11µM*, ?, -7%, 7%, 65%, 2.8µM*, 7%, ?, ?, 29%
Cc1ccc(NC(=S)NC(=O)C2CC2)cc1Cl
  25%, ?, -3%, -2%, ?, 17%, 23%, 0%, 3.2µM*, 11%, 5µM*
COc1ccc2c(c1)[C@@H]1[C@H](CO2)[C@H](c2ccccc2)[C@]2(C)C(=O)NCC(=O)N12
  0%, 2%, ·, 6%, -18%, -13%, -2%, ·, ·, 2%, ·
COC(=O)c1ccc(NC(=O)c2ccc(N(C)S(C)(=O)=O)cc2)cc1
  -11%, -13%, 3%, -16%, ?, -48%, -26%, 20%, ?, -1%, -8%
COCCCN1C(=O)C(=O)/C(=C(/O)c2ccccc2)C1c1ccc2c(c1)OCO2 (configuration not stated)
  2%, 2%, 1%, 4%, -26%, 0%, -2%, 8%, -4%, -1%, -4%
COCCNC(=O)CN(c1ccc(C)cc1)S(=O)(=O)c1ccccc1
  1%, -4%, 6%, 5%, -5%, 9%, -5%, -7%, -4%, -2%, -4%

# All compounds of this part (from the top)
# The line under a structure holds: NPC1 promoter act, FLuc counter, MBNL1 CUG block, uPA generation, p53 reactivation, BRCA1 expr act, Rab9 promoter act, CXXC DNA block, RORgamma inh, ELG1 genotox, VP16 counter
CCN(CC(=O)Nc1ccc(NC(C)=O)cc1)C(=O)c1cccc(S(=O)(=O)N2CCCC2)c1
  -4%, ?, ·, 1%, 6%, 25%, -2%, ·, ·, 1%, ·
CC(=O)c1ccc(S(=O)(=O)NCCc2csc(-c3cccnc3)n2)cc1
  -2%, 0%, 11%, -1%, -1%, -7%, 6%, ?, ?, -9%, -5%
CCOc1cc(C(=O)Nc2c3c(nn2C(C)(C)C)CS(=O)C3)cc(OCC)c1OCC (configuration not stated)
  1%, 3%, -7%, -2%, -3%, 18%, 0%, -6%, 0%, -2%, 7%
Cc1cc(NC(=O)CCC(=O)N(CC(=O)NC2CCCC2)c2ccccc2)no1
  -2%, 2%, -6%, 0%, -9%, -4%, 1%, 9%, 6%, -5%, -4%
Oc1c(C=NCc2ccccc2)sc2ccccc12
  ?, 11µM*, ?, -7%, 7%, 65%, 2.8µM*, 7%, ?, ?, 29%
Cc1ccc(NC(=S)NC(=O)C2CC2)cc1Cl
  25%, ?, -3%, -2%, ?, 17%, 23%, 0%, 3.2µM*, 11%, 5µM*
COc1ccc2c(c1)[C@@H]1[C@H](CO2)[C@H](c2ccccc2)[C@]2(C)C(=O)NCC(=O)N12
  0%, 2%, ·, 6%, -18%, -13%, -2%, ·, ·, 2%, ·
COC(=O)c1ccc(NC(=O)c2ccc(N(C)S(C)(=O)=O)cc2)cc1
  -11%, -13%, 3%, -16%, ?, -48%, -26%, 20%, ?, -1%, -8%
COCCCN1C(=O)C(=O)/C(=C(/O)c2ccccc2)C1c1ccc2c(c1)OCO2 (configuration not stated)
  2%, 2%, 1%, 4%, -26%, 0%, -2%, 8%, -4%, -1%, -4%
COCCNC(=O)CN(c1ccc(C)cc1)S(=O)(=O)c1ccccc1
  1%, -4%, 6%, 5%, -5%, 9%, -5%, -7%, -4%, -2%, -4%
Cc1ccc(C(=O)N2CCN(c3ncccn3)CC2)cc1S(=O)(=O)N1CCCCC1
  0%, -1%, ·, ?, 0%, -2%, -4%, -2%, 7%[10 µM], 1%, -9%
CCN(Cc1ccccc1)C(=O)CN1C(=O)c2ccccc2C1=O
  -4%, 0%, 25%, 3%, 12%, 2%, -2%, -3%, 15%, 3%, -21%
Cc1ccn2c(C=O)c(-c3ccc(F)cc3)c(C=O)c2c1
  -4%, -16%, ·, ?, 3%, -9%, 9%, 6%, 33%, 2%, ?
CCOC(CCNC(=O)c1cn(CC(C)C)c(=O)c2c1c1ccccc1n2C)OCC
  1%, -1%, -2%, 4%, -1%, -1%, 1%, 9%, -1%, -1%, 6%
CCOC(=O)c1cc(Br)c(=O)n2ccccc12
  1%, -1%, ?, -4%, -3%, -50%, 5%, -9%, -7%, 14%, ?
COC(=O)c1sccc1NC(=O)Nc1ccc(C)cc1
  1%, 1.7µM*, -5%, -3%, 22%, 17%, -1%, 1%, -21%, ?, -15%
O=C(O)c1cccc(OCc2ccccc2Cl)c1
  ?, 9.5µM*, -10%, ·, 0%, 1%, ?, -7%, -25%, 4%, -19%

# Full records as entered above:
# CCOc1cc(C(=O)Nc2c3c(nn2C(C)(C)C)CS(=O)C3)cc(OCC)c1OCC (configuration not stated) in the list: NPC1 promoter act = 1%; FLuc counter = 3%; MBNL1 CUG block = -7%; uPA generation = -2%; p53 reactivation = -3%; BRCA1 expr act = 18%; Rab9 promoter act = 0%; CXXC DNA block = -6%; RORgamma inh = 0%; ELG1 genotox = -2%; VP16 counter = 7%
# COc1ccc2c(c1)[C@@H]1[C@H](CO2)[C@H](c2ccccc2)[C@]2(C)C(=O)NCC(=O)N12 in the list: NPC1 promoter act = 0%; FLuc counter = 2%; MBNL1 CUG block = ·; uPA generation = 6%; p53 reactivation = -18%; BRCA1 expr act = -13%; Rab9 promoter act = -2%; CXXC DNA block = ·; RORgamma inh = ·; ELG1 genotox = 2%; VP16 counter = ·
